S3 lipid droplet = qHTS Assay for Lipid Storage Modulators in Drosophila S3 Cells; lipid storage change, negative = inhibition, % at the top dose, mostly 46.1 µM; hits show Potency in µM; AID 2685; Drosophila S3 cells, BODIPY lipid droplet fluorescence, 18-24 h; cells fed with added oleic acid; 320,000 tested, 0.64% active; active means well fitted inhibition curve with a large enough effect in the signal ratio, with a control signal flat, not every such curve was filed as active; inconclusive means small, poorly fitted or top-dose-only effect, or effect the other way, or a change in a side signal; the % refers to the signal ratio
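Laser-scanning cytometry quantifies lipid droplet accumulation (500–530 nm total intensity; droplet/cell object ratio) in oleic acid-fed (400 uM added) Drosophila S3 cells treated with a concentration series. 20 uM Triacsin C defined 100% inhibition.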
S3 lipid droplet cell count max = second read-out of S3 lipid droplet, no call of its own (marks repeat the call); cell number change, %; measured here: cell count max response;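 cells counted by Cell Tracker Red CMTPX staining in the red channel; peak over a dose series mostly up to 46.1 µM; percent activity relative to internal control wells on each plate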
Numbers without * were called inactive; i = inactive; ? = inconclusive; / = no result given. On the % scale 0 is the no-effect control and ±100 the full control effect; potency means the concentration at half of the fitted maximal effect. A portion of the library. The share of hits here may be higher or lower than overall.

S3 lipid droplet | S3 lipid droplet cell count max | molecule
3% | 10 | C=C(C)CNC(=S)N/N=C1\CCCCc2ccccc21
-13% | -5 | CC(C)C(=O)N1C2CCC1CC(O)(c1ccc(F)cc1)C2 (stereo not drawn)
? | / | Nc1nc(=S)[nH]c2c1C1(CCCCC1)Cc1ccccc1-2
-6% | 13 | CCCCCC(=O)NC(=S)NNC(=O)c1ccc([N+](=O)[O-])cc1
? | / | CN1CCN(CCC(=O)Nc2cccc(F)c2)CC1
-1% | 12 | Cc1cc(-c2n[nH]c(=S)n2CC(C)C)cs1
? | / | COc1ccc(NC(=O)CCCn2c(=O)c3sccc3n(Cc3ccc(C)cc3)c2=O)cc1
? | / | CCc1noc(C)c1C(=O)N1CCC(CCC(=O)Nc2cccc(C)c2)CC1
-13% | -21 | O=C(Nc1ccc2[nH]c(=S)sc2c1)Nc1ccccc1F
? | / | COc1c(Br)cc(Br)cc1C(=O)Nc1ccccc1N1CCCC1
? | / | COc1cccc(Nc2nc(-c3ccccc3)nc3ccccc23)c1
3% | 8 | CCC(=O)N1C(Cc2ccccc2)COC1(C)C (stereo not drawn)
? | / | CC1CCN(C(=O)CSc2n[nH]c(-c3cccs3)n2)CC1
-5% | -20 | O=C(Cc1ccc(-c2ccccc2)cc1)NCc1ccccc1
8% | 16 | COC(=O)c1c(NC(=O)CSc2ccccc2N)sc(C)c1C
10% | -2 | Cc1ccc(NS(=O)(=O)c2cccc(C(=O)O)c2)cc1S(=O)(=O)N1CCOCC1
12% | -15 | CC(=O)Oc1cc2c(C(=O)NCc3ccncc3)c(C)oc2c2ccccc12
? | / | CCOC(=O)C1CCN(C(=O)CSc2n[nH]c(=O)[nH]c2=O)CC1
? | / | CN(Cc1ccccc1)c1ccc(C(=O)O)cc1[N+](=O)[O-]
17% | / | CC1CC(=O)N(c2ccc(NCc3ccc(Cl)cc3)c([N+](=O)[O-])c2)C1=O (stereo not drawn)
? | / | O=C1NN(c2ccccc2)C(=O)/C1=C/c1ccc(-c2cccc(C(=O)O)c2)o1
0% | 6 | O=C(O)c1ccccc1/C=N/Nc1ccc(S(=O)(=O)N2CCOCC2)cc1[N+](=O)[O-]
? | / | COc1ccccc1CNC(=O)c1nnc(Cc2ccc(Cl)cc2)o1
? | / | O=C([C@@H]1Cc2ccccc2CN1)N1CCN(Cc2ccccc2)CC1
? | / | CCCOc1ccc(C(=O)N/N=C/c2ccc(-c3ccc(S(=O)(=O)Nc4ncccn4)cc3)o2)cc1
? | / | Cc1ccc(C)c(Oc2ccc(S(=O)(=O)N3CCN(C)CC3)cn2)c1
6% | 6 | O=C(Cn1cc2c(n1)CCCC2)NCc1cccs1
7% | 0 | O=C(O)COCC(=O)Nc1cc(C(F)(F)F)cc(C(F)(F)F)c1
-7% | -2 | COCCCNC(=O)CSc1nc2cc3c(cc2c(=O)n1CCCC(=O)NCc1ccc(OC)cc1)OCO3
? | / | CC(C)c1ccc(NC(=O)C2CC(=O)N(C(C)C)C2)cc1 (stereo not drawn)
6% | 3 | Nc1c(C(=O)NCCc2ccccc2)nnn1Cc1ccc(Br)cc1F
i | -25 | On1onc2c3cc(-c4ccccc4)nc3ccc21
? | / | CCN1C2OC3OC4C(OC3OC2N(CC)S1(=O)=O)N(CC)S(=O)(=O)N4CC (stereo not drawn)
? | / | COc1cc(N=c2ssnc2Cl)cc(OC)c1
3% | 21 | CC(C)n1c(N2CCN(S(=O)(=O)c3cccc([N+](=O)[O-])c3)CC2)nc2ccccc21
-6% | -2 | N#C/C(=C\N1CCOCC1)S(=O)(=O)c1ccc(Cl)cc1
? | / | COc1cccc(CNC(=O)C(c2ccc(Cl)cc2)C(C)C)c1 (stereo not drawn)
? | / | COc1ccc(CNC(=O)CN(Cc2ccco2)C(=O)CCC(=O)Nc2ccccn2)cc1
? | / | O=C(Nc1nccs1)C1CC(=O)N(c2ccc(F)cc2)C1 (stereo not drawn)
? | / | COC(=O)/C(=C\C(=O)c1ccc([N+](=O)[O-])cc1)Nc1ccc(OC)cc1
? | / | Cc1ccc(C)c(OC(=O)C2CSC3(C)CCC(=O)N23)c1C (stereo not drawn)
7% | -6 | COc1ccc(N2C(=S)N=C(Nc3cccc(C)c3)C23CCCCC3)cc1
? | / | CCOC(=O)N1CCN(C(=O)COC(=O)CNC(=O)c2ccc(OCC)c(OCC)c2)CC1
? | / | COc1ccc(-c2cc(=O)c3cc(OC)ccc3o2)cc1
? | / | COc1ccc2nc(-c3ccccc3)cc(C(=O)OCC(=O)NC3CC3)c2c1
? | / | CCN(CC)S(=O)(=O)c1cccc(C(=O)OC2CCOC2=O)c1 (stereo not drawn)
-13% | 25 | COc1ccccc1C(=O)N=c1sc2c(C)ccc(OC)c2n1C
? | / | CC(OC(=O)c1ccc(NC(=O)CC#N)cc1)C(=O)NCCC1=CCCCC1 (stereo not drawn)
0% | 0 | Cc1ccc(CNC(=O)C2CCC(=O)N2C2CCCCC2)cc1 (stereo not drawn)
-7% | / | CCOCC(=O)Nc1cc(C(F)(F)F)ccc1Oc1cccc(Br)c1
? | / | O=C(c1ccc(-c2cccc(C(F)(F)F)c2)o1)N1CCN(c2ccccc2O)CC1
? | / | COc1ccc2nc(NS(=O)(=O)c3ccc(NC(C)=O)cc3)sc2c1
-9% | 4 | Cc1ccc(C)c(OCCC(=O)NNC(=O)c2cc(C)oc2C)c1
? | / | COc1ccc(NS(=O)(=O)c2cc(Cl)ccc2Cl)cc1S(=O)(=O)N1CCCCC1
i | / | O=C(Cc1cccc2ccccc12)NNC(=O)c1ccc(Br)o1
-13% | 22 | COc1ccc(NC(=O)CC2S/C(=N\c3nccs3)N(C)C2=O)cc1 (stereo not drawn)
1% | -21 | O=C(CSc1ccc2c(c1)OCCO2)Nc1cccnc1Cl
? | / | COc1cccc(CCC(=O)Nc2cc3c(cc2C(=O)O)OCCCO3)c1OC
? | / | CS(=O)(=O)c1ccc(C(=O)NCC2(N3CCCCC3)CCCCC2)cc1
? | / | Cc1ccc(NC(=O)c2sc3nc(C)nc(N4CCN(c5ccccn5)CC4)c3c2C)c(C)c1

More results:
S3 lipid droplet | S3 lipid droplet cell count max | molecule
? | / | COC(=O)c1ccc(CSCc2ccc(C#N)cc2)cc1
? | / | COC(=O)NC(=S)Nc1ccc(Oc2ccc(Cl)cc2Cl)c(Cl)c1
17% | / | CC1Oc2ccccc2N(CC(=O)NCc2ccccc2)C1=O (stereo not drawn)
? | / | O=C(C1CCCN(c2ncnc3c2nc2n3CCCCC2)C1)N1CCN(c2cccc(Cl)c2)CC1 (stereo not drawn)
-5% | 1 | O=C(Cc1cccs1)N=Nc1c(O)[nH]c2ccc(Br)cc12
i | / | COc1cc(C2=NOC(C(=O)NCc3ccc(F)cc3)C2)cc(OC)c1OC (stereo not drawn)
? | / | O=C1CCCC2=C1C(c1ccncc1)n1c(nc3ccccc31)N2 (stereo not drawn)
-2% | -9 | Cc1ccccc1C(=O)c1cccn1CC(=O)NC(C)c1ccc2c(c1)OCCO2 (stereo not drawn)
i | -10 | O=C(O)C1CCN(S(=O)(=O)c2cccc3cccnc23)CC1
? | / | O=[N+]([O-])c1ccc(N=Cc2ccc(Br)c([N+](=O)[O-])c2)cc1
-1% | 3 | CCOC(=O)CSc1n[nH]c(NC(=O)c2ccccc2)n1
? | / | CC(C)CCC(C)N=Cc1c(O)n(Cc2ccccc2)c(=O)c2ccccc12 (stereo not drawn)

Compound profiles (already shown). Order of values: S3 lipid droplet | S3 lipid droplet cell count max
`O=C(Cc1cccs1)N=Nc1c(O)[nH]c2ccc(Br)cc12` in the list: -5% | 1
`COC(=O)NC(=S)Nc1ccc(Oc2ccc(Cl)cc2Cl)c(Cl)c1` in the list: ? | /
`COC(=O)c1ccc(CSCc2ccc(C#N)cc2)cc1` in the list: ? | /

Carrying on:
S3 lipid droplet | S3 lipid droplet cell count max | molecule
? | / | COCCn1cnnc1SCC(=O)Nc1cc(OC)c([N+](=O)[O-])cc1C
? | / | COc1ccc(NC(=O)C(=O)c2cn(CC(=O)N3CCCC3)c3ccccc23)cc1
0% | 16 | Cc1nc(N2CCC3(CC2)OCCO3)c2nnn(Cc3ccccc3F)c2n1
? | / | CCC(C)[C@@H](C(=O)NCC1CCC(C(=O)O)CC1)n1nnc2ccccc2c1=O (stereo partly drawn)
? | / | CCCCCCCC(=O)Oc1ccc(C(=O)Nc2cc(C)on2)cc1
? | / | O=C(NCc1ccc(F)cc1)NC(=O)c1ccc(Cl)cc1
11% | 14 | CCc1ccc(C(=O)COC(=O)C2CCN(c3ccc(C(F)(F)F)cn3)CC2)cc1
? | / | Cc1sc2nc(C3CC3)nc(N3CCN(C(=O)c4ccc(Cl)cc4)CC3)c2c1C
? | / | Cc1c(NC(=O)C(C)OC(=O)c2cccnc2Cl)c(=O)n(-c2ccccc2)n1C (stereo not drawn)
? | / | COc1cccc(CNC(=O)CN2C(=O)COc3ccc(S(=O)(=O)N4CCCC4)cc32)c1
? | / | C=CCn1c(=N)n(CC(=O)c2ccccc2)c2ccccc21
i | / | O=C1c2ccccc2C(=O)N1CCCn1c(=O)oc2ccccc21
-17% | -13 | CC1CCCC(NC2CCCCNC2=O)C1 (stereo not drawn)
? | / | COc1cccc(/C=N/n2c(N)nc3ccccc32)c1OC
i | / | Cc1cc(=O)n2nc(N3CCC(C(=O)NC(C)c4ccccc4)CC3)sc2n1 (stereo not drawn)
? | / | Cc1cccc(C2Nc3ccccc3C(=O)N2NC(=O)c2ccc([N+](=O)[O-])cc2)n1 (stereo not drawn)
-1% | -3 | CCCCOC(=O)CCN1C(=O)/C(=C2\SC(=S)N(CCC(=O)OCCCC)C2=O)SC1=S
? | / | CC1CC(=O)Nc2ccccc2N1C(=O)Nc1ccc(F)cc1F (stereo not drawn)
? | / | NC(=O)c1ccccc1OCC(=O)c1ccc(Cl)cc1
? | / | N#CCC(=O)Nc1ccc(C(=O)NCc2ccccn2)cc1
? | / | COc1ccc(C(=O)Oc2ccc3c(C)cc(=O)oc3c2C(C)=O)cc1
-17% | -8 | CCOc1ccc(NC(=O)c2cccnc2C(=O)O)cc1
12% | -23 | CC(=O)n1nc2nc(C)cc(C)c2c1N
? | / | COc1ccccc1OCC(=O)NCc1cccs1
? | / | COc1ccc(C2CC(c3ccccc3)=NN2C(=O)CSc2ncn[nH]2)cc1 (stereo not drawn)
? | / | COc1ccc(C(=O)Nc2cnn(Cc3ccc(Cl)cc3)c2)cc1OC
? | / | CCNC(=S)Nc1nc2c(cc1C(=O)OCC)CCCC2
1% | 10 | Cc1ccc(Oc2ncccc2/C=N/OCc2ccc(Cl)cc2Cl)cc1
? | / | Cc1nn(-c2nnc(NC3CCCCC3)nn2)c(C)c1Br
9% | 12 | CCOC(=O)Cc1cnc(NC(=O)CSc2nc3ncnc(N)c3[nH]2)s1
i | / | C=CCn1c(COC)nnc1SCC(=O)c1ccc(F)cc1
? | / | O=C(CCc1nc2ccccc2c(=O)[nH]1)NNC(=O)COc1ccc(Br)cc1
-2% | -11 | O=c1ccnc(Sc2ncccc2[N+](=O)[O-])[nH]1
4% | 12 | O=C(CCc1ccccc1)NNC(=O)C1CCCCC1
14% | 2 | CC(C)c1c(O)nc(SCC(=O)N2CCCCC2)[nH]c1=O
2% | -18 | C(=N\N(Cc1ccccc1)c1ccccc1)/c1cccnc1
? | / | Cc1nc2ccccc2n1C1CCN(CC(=O)Nc2ccccc2Br)CC1
i | -10 | CCS(=O)(=O)N1CCC(C(=O)Oc2ccc(C(=O)OC)cc2)CC1
? | / | CC1(C)CC(=O)C/C(=N/NC(=O)COc2ccc(Cl)cc2Cl)C1
? | / | O=C1CSC(c2cccc([N+](=O)[O-])c2)N1Cc1ccccc1 (stereo not drawn)
1% | -3 | O=C1CC(c2cccc(Cl)c2)c2cc3c(cc2N1)CCC3 (stereo not drawn)
-10% | 0 | O=P(c1ccccc1)(c1ccccc1)C(c1ccccn1)P(=O)(c1ccccc1)c1ccccc1
? | / | Cc1cccc(NCc2ccc(N(C)C)cc2)n1
-8% | 1 | COC(=O)c1ccccc1N=Nc1c(N)[nH][nH]c1=O
1% | 4 | Cc1cc(-c2ccccc2C(=O)NC2CCCCC2)on1
? | / | COc1ccc(CC(=O)N(Cc2ccccc2)c2ccc(C)cc2)cc1S(=O)(=O)N1CCOCC1

Entries shown so far that contain an NH in an aromatic ring:
S3 lipid droplet | S3 lipid droplet cell count max | molecule
? | / | Nc1nc(=S)[nH]c2c1C1(CCCCC1)Cc1ccccc1-2
-1% | 12 | Cc1cc(-c2n[nH]c(=S)n2CC(C)C)cs1
-13% | -21 | O=C(Nc1ccc2[nH]c(=S)sc2c1)Nc1ccccc1F
? | / | CC1CCN(C(=O)CSc2n[nH]c(-c3cccs3)n2)CC1
? | / | CCOC(=O)C1CCN(C(=O)CSc2n[nH]c(=O)[nH]c2=O)CC1
-5% | 1 | O=C(Cc1cccs1)N=Nc1c(O)[nH]c2ccc(Br)cc12
-1% | 3 | CCOC(=O)CSc1n[nH]c(NC(=O)c2ccccc2)n1
? | / | COc1ccc(C2CC(c3ccccc3)=NN2C(=O)CSc2ncn[nH]2)cc1 (stereo not drawn)
9% | 12 | CCOC(=O)Cc1cnc(NC(=O)CSc2nc3ncnc(N)c3[nH]2)s1
? | / | O=C(CCc1nc2ccccc2c(=O)[nH]1)NNC(=O)COc1ccc(Br)cc1
-2% | -11 | O=c1ccnc(Sc2ncccc2[N+](=O)[O-])[nH]1
14% | 2 | CC(C)c1c(O)nc(SCC(=O)N2CCCCC2)[nH]c1=O
-8% | 1 | COC(=O)c1ccccc1N=Nc1c(N)[nH][nH]c1=O

Screening data: PubChem BioAssay, National Center for Advancing Translational Sciences (NCATS)
